Screens deposited in PubChem by several laboratories.
cardiac RTF act = cardiac RTF calcium sensitization; P19429+P45379; activation, % at 7.2 µM; AID 493008; actives 0.24% (n = 340,000); IANBD-labeled TnC RTF fluorescence at EC20 calcium; 0% EC20 calcium, 100% full calcium;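 active = activation above the mean over all tested compounds plus 3 SD, cut at about 30% in these data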;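 note: rise in fluorescence read as greater calcium sensitivity of cardiac thin filaments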
HTR5A ag = HTR5A agonism, opioid heterodimer counter-screen. P47898. HTR5A agonist assay, luminescence, cell-based. activation, % at 9.3 µM. actives 0.61% (n = 340,000). AID 504692; in the data active = activation mostly above about 9.5%, no sharp cut-off; inactive = mostly below about 7.6%;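 note: 0% = cells with vehicle only and 100% = reference agonist; strong numbers were not always called active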
Target sequence (P47898 whole entry, looked up): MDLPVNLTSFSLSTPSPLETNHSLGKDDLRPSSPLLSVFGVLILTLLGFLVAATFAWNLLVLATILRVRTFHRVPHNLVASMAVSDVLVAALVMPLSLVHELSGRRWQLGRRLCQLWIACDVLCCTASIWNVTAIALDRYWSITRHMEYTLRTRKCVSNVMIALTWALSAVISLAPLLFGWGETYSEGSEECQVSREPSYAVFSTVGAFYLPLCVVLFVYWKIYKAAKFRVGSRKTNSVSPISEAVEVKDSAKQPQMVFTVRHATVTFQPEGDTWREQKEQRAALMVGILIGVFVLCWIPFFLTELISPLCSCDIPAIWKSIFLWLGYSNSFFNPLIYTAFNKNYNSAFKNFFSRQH
CAL PDZ FP = inhibitors of human CAL PDZ peptide binding. actives 0.92% (n = 300,000). purified CAL PDZ, TMR-peptide fluorescence polarization, 1 h. inhibition, % at 24.9 µM. Q9HD26;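 active = mean inhibition of at least 30% with at least half of replicates also reaching 30%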;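 note: 0% = DMSO neutral control and 100% = excess unlabeled competitor peptide PRC23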
RTF Ca sens inh = cardiac RTF calcium desensitization; actives 0.12% (n = 340,000); inhibition, % at 7.15 µM; AID 493244; IANBD-labeled cardiac RTF, Ca2+ fluorescence;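 active = inhibition above the mean inhibition of all tested compounds plus 3 SD, cut at about 17% in these data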;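 note: assay run at fixed EC70 calcium of 1.6 mM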
V-ATPase pHluor = alters yeast V-ATPase proton transport | actives 0.37% (n = 350,000) | response, % at 10 µM | S. cerevisiae, pHLuorin cytosolic pH fluorescence; in the data active = response mostly above about 7.3%, no sharp cut-off; inactive = mostly below about 5.4%; note: actives read high; inactives centre near 0; some compounds called inactive have numbers as strong as hits; reference of the scale not given here
MOR-DOR inv ag = mu-delta opioid heterodimer inverse agonism. P35372+P41143. inhibition, % at 9.3 µM. actives 0.21% (n = 340,000). cell-based MOR-DOR heterodimer luminescence; in the data active = inhibition above about 22%, passing the limit was not always enough;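 note: 0% = cells with DMSO and 100% = wells without cells with DMSO; values of inactives mirror those of a sister screen read the other way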
HTR5A inv ag = counter-screen for OPRM1-OPRD1 inverse agonists: human HTR5A inverse agonism; P47898; HTR5A cell line, luminescence; inhibition, % at 9.3 µM; actives 0.083% (n = 340,000); in the data active = inhibition mostly above about 23%, no sharp cut-off; inactive = mostly below about 18%;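 note: 0% = cells with DMSO and 100% = no-cell wells with DMSO; some compounds called inactive have numbers as strong as hits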
LANA DNA inh = KSHV C-LANA DNA binding inhibition. MBP-C-LANA/FAM-LBS DNA binding, fluorescence polarization. AID 504423. actives 0.078% (n = 340,000). inhibition, % at 9 µM;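 active = highest replicate inhibition at or above 60% at 9 µM, even if other replicates fall short; inactive = all replicates below 60% inhibition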;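 note: 0% = neutral control wells and 100% = 4 µM acridine orange control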
MOR-DOR ag = agonists of human mu-delta opioid receptor heterodimerization; cells, OPRM1-OPRD1 heterodimerization, luminescence; actives 0.3% (n = 340,000); P35372+P41143; activation, % at 9.3 µM; AID 504326; in the data active = activation above about 18%;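 note: 0% = vehicle-treated cells and 100% = reference agonist; values of inactives mirror those of a sister screen read the other way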
Keap1-Nrf2 PPI = Keap1-Nrf2 (human) interaction inhibition; actives 0.15% (n = 340,000); Q14145; AID 504523; Keap1 Kelch-Nrf2 peptide fluorescence polarization, 1536-well; inhibition, % at 9.4 µM; in the data active = inhibition above about 12%;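 note: human Keap1 Kelch domain with fluorescein labeled Nrf2 9mer peptide probe; 0% = neutral control wells and 100% = peptide positive control; higher means more block of Keap1 binding to Nrf2 peptide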
Target sequence (Q14145 whole entry, looked up, the tested form may be a part): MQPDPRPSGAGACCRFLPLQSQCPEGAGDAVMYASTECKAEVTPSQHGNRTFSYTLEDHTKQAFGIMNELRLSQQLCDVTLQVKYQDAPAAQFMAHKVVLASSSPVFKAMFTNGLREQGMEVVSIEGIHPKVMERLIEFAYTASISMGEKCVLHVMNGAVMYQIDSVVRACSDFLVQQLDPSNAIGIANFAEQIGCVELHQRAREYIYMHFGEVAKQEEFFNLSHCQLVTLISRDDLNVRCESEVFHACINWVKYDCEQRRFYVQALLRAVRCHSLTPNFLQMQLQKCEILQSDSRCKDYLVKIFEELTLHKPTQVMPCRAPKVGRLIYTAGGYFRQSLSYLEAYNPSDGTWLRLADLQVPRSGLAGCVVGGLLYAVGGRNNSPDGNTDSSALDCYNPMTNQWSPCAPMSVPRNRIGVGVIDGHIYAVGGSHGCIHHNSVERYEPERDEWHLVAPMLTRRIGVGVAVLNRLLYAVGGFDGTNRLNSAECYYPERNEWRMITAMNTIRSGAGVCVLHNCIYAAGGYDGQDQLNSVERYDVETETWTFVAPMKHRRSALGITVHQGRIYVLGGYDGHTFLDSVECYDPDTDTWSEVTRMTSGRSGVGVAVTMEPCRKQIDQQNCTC
* = called active by the depositor; . = not tested or not shown.

SMILES | cardiac RTF act | HTR5A ag | CAL PDZ FP | RTF Ca sens inh | V-ATPase pHluor | MOR-DOR inv ag | HTR5A inv ag | LANA DNA inh | MOR-DOR ag | Keap1-Nrf2 PPI
Cc1ccc(S(=O)(=O)Nc2nnc(C3CCCCC3)s2)cc1 | -11 | 4 | -7 | -19 | 0 | 9 | -12 | -0.5 | -1.7 | -5
CCCn1c(N)c(NCCN2CCOCC2)c(=O)[nH]c1=O | 5 | -2 | -3 | -6 | 2 | 14 | 6 | 1.2 | -3.0 | 0
Cn1nnc(NC(=S)NC(=O)c2cc3ccccc3o2)n1 | 3 | -2 | -4 | -5 | -3 | 27 | 18 | -2.8 | -5.2 | -5
CCCCNC(=O)c1onc(CSc2cccc(Cl)c2)c1C(=O)O | 1 | 0 | -2 | 7 | 2 | 13 | 12 | 1.3 | -2.2 | -7
CCC1CCCCN1S(=O)(=O)c1c(C)n(C)c(=O)n(C)c1=O (configuration not stated) | -8 | -1 | -6 | -4 | -1 | 7 | 2 | 0.2 | -1.1 | -1
COc1ccccc1C(=O)Nc1cc(-c2ccc(C)cc2)no1 | -2 | -2 | 1 | 0 | 0 | 15 | 7 | -1.7 | -3.3 | 0
O=C(Nc1ncccc1O)c1ccc(S(=O)(=O)N2CCCCCC2)cc1 | 7 | 8 | 0 | -6 | 2 | 22 | 4 | -0.2 | -4.6 | 2
CCCNC(=S)N(Cc1ccccc1)Cc1nc2ccccc2c(=O)[nH]1 | -6 | 2 | -2 | 1 | 4 | 7 | 17 | 1.2 | -1.4 | 1
Cc1ccc(S(=O)(=O)Cn2nnnc2CN(Cc2ccco2)CC2CCCO2)cc1 (configuration not stated) | 3 | 0 | 0 | 0 | -3 | 13 | 0 | -1.4 | -2.3 | -10
O=C(Cc1cnc2ncnn2c1)N1CCc2c([nH]c3ccccc23)C1c1ccccc1F (configuration not stated) | 3 | 3 | . | 5 | 0 | 18 | 5 | -1.4 | -3.3 | 2
O=C(CN1C(=O)NC2(CCCC2)C1=O)NCCC1=CCCCC1 | 3 | -6 | -4 | -3 | 5 | 13 | 14 | 0.0 | -2.5 | -1
CC(=O)Nc1ccc(C(=O)NNC(=O)CCCCC(=O)NNC(=O)c2ccc(NC(C)=O)cc2)cc1 | 12 | -1 | 7 | -7 | -3 | 16 | -30 | -1.3 | -3.1 | -3
CCOC(=O)c1sc(NC(=O)c2ccc(S(=O)(=O)N3CCCCCC3)cc2)nc1-c1ccccc1 | -1 | -2 | -3 | -9 | 1 | 10 | 6 | 0.1 | -1.6 | -4
Fc1cccc(Nc2ncnc3sc4c(c23)CCC4)c1 | 2 | 10 | -3 | -11 | 1 | 11 | 3 | 0.5 | -2.0 | -1
NC(=O)COc1ccccc1C1=NO[C@@](CC(=O)O)(C(=O)Nc2ccc3c(c2)OCCO3)C1 | 6 | 1 | -5 | -4 | 0 | 1 | -5 | 0.4 | -0.2 | -5

Nine entries from above, sorted by number of heavy atoms, largest number first.
SMILES | cardiac RTF act | HTR5A ag | CAL PDZ FP | RTF Ca sens inh | V-ATPase pHluor | MOR-DOR inv ag | HTR5A inv ag | LANA DNA inh | MOR-DOR ag | Keap1-Nrf2 PPI
CC(=O)Nc1ccc(C(=O)NNC(=O)CCCCC(=O)NNC(=O)c2ccc(NC(C)=O)cc2)cc1 | 12 | -1 | 7 | -7 | -3 | 16 | -30 | -1.3 | -3.1 | -3
CCOC(=O)c1sc(NC(=O)c2ccc(S(=O)(=O)N3CCCCCC3)cc2)nc1-c1ccccc1 | -1 | -2 | -3 | -9 | 1 | 10 | 6 | 0.1 | -1.6 | -4
NC(=O)COc1ccccc1C1=NO[C@@](CC(=O)O)(C(=O)Nc2ccc3c(c2)OCCO3)C1 | 6 | 1 | -5 | -4 | 0 | 1 | -5 | 0.4 | -0.2 | -5
O=C(Nc1ncccc1O)c1ccc(S(=O)(=O)N2CCCCCC2)cc1 | 7 | 8 | 0 | -6 | 2 | 22 | 4 | -0.2 | -4.6 | 2
CCCCNC(=O)c1onc(CSc2cccc(Cl)c2)c1C(=O)O | 1 | 0 | -2 | 7 | 2 | 13 | 12 | 1.3 | -2.2 | -7
O=C(CN1C(=O)NC2(CCCC2)C1=O)NCCC1=CCCCC1 | 3 | -6 | -4 | -3 | 5 | 13 | 14 | 0.0 | -2.5 | -1
Cc1ccc(S(=O)(=O)Nc2nnc(C3CCCCC3)s2)cc1 | -11 | 4 | -7 | -19 | 0 | 9 | -12 | -0.5 | -1.7 | -5
CCCn1c(N)c(NCCN2CCOCC2)c(=O)[nH]c1=O | 5 | -2 | -3 | -6 | 2 | 14 | 6 | 1.2 | -3.0 | 0
Fc1cccc(Nc2ncnc3sc4c(c23)CCC4)c1 | 2 | 10 | -3 | -11 | 1 | 11 | 3 | 0.5 | -2.0 | -1

(continued)
SMILES | cardiac RTF act | HTR5A ag | CAL PDZ FP | RTF Ca sens inh | V-ATPase pHluor | MOR-DOR inv ag | HTR5A inv ag | LANA DNA inh | MOR-DOR ag | Keap1-Nrf2 PPI
CCN(CC)S(=O)(=O)c1cccc(C(=O)N[C@H](C(=O)OCC(=O)NC(=O)NC)C(C)C)c1 | 1 | -1 | -3 | 0 | 3 | 13 | -38 | 0.0 | -2.7 | -6
Cc1cc(C)n(C(=O)CCC(=O)Nc2ccc(C)c(C)c2)n1 | -1 | 6 | -7 | 10 | 4 | 7 | -15 | 1.4 | -1.1 | 4
Cc1cc(-c2ccccc2)nc2[n+]1CCN2C | 7 | -1 | -2 | 8 | 3 | -6 | -9 | 0.0 | 1.1 | -1
Cn1c(C(=O)NCC2CCCO2)cc2c(=O)n3ccccc3nc21 (configuration not stated) | -1 | 7 | -3 | 1 | 2 | 11 | -15 | 0.8 | -2.1 | 1
CC(C)N(Cc1ccccc1)C(=O)COC(=O)c1ccc2c(c1)OCCO2 | -2 | -2 | -2 | -8 | 5 | 2 | -20 | -0.8 | -0.4 | -4
COC(=O)c1sccc1NC(=S)Nc1cc(C)cc(C)c1 | -3 | 0 | . | 4 | -2 | 19 | 18 | 0.2 | -3.6 | -1
O=C(COC(=O)c1ccc(CO)cc1)c1ccc(S(=O)(=O)N2CCCCC2)cc1 | -3 | -9 | -6 | -5 | 3 | 38* | 22 | -1.6 | -9.8 | 2
O=C(O)c1cc(S(=O)(=O)Nc2ccc3cn[nH]c3c2)ccc1Cl | -8 | 5 | . | 3 | 3 | -3 | -18 | -1.8 | 0.6 | 2
CCCCC(=O)Nc1cc(OC)c(NC(=S)Nc2ccc(OC)cc2)cc1OC | 0 | 3 | -2 | -9 | 0 | -13 | -1 | -1.5 | 2.4 | -2
CCOC(=O)C/C(C)=N/NC(=O)c1cccs1 | 2 | 2 | . | 1 | 8 | 6 | 4 | 1.3 | -1.1 | 5
CCCCCCCCN1C(=O)C(O)=C(C(C)=O)C1c1ccccn1 (configuration not stated) | -1 | -2 | -2 | -4 | 0 | 13 | 4 | 0.6 | -2.4 | -3
Cc1cc(C)cc(NC(=O)C[n+]2ccccc2)c1 | -2 | 0 | . | -7 | 3 | 7 | -56 | 0.0 | -1.3 | -1
COc1ccc(Nc2nc(N3CCN(S(C)(=O)=O)CC3)nc3ccccc23)c(OC)c1 | -1 | 6 | -3 | -1 | 2 | -1 | 27 | . | 0.1 | -5
CC(C)[C@H](NC(=O)c1ccccc1)C(=O)OCC(=O)Nc1sccc1C(N)=O | 4 | -1 | -5 | -5 | -3 | 12 | 5 | 0.6 | -2.5 | 0
Cc1ccc(/C=N/NC(=O)c2cc(-c3ccncc3)nc3ccccc23)o1 | -9 | 2 | -1 | 1 | -1 | 21 | -2 | -0.8 | -4.0 | 1
CCn1cc(/C=C(\NC(=O)c2ccc(C)cc2)C(=O)NCCCN2CCOCC2)c2ccccc21 | -2 | 5 | -9 | -10 | 1 | 11 | -21 | 0.6 | -2.0 | -5
COc1ccccc1Nc1nnc(SCC2CCCCO2)s1 (configuration not stated) | 0 | -6 | -3 | -11 | -1 | 9 | 16 | -1.1 | -1.8 | -1
COc1ccc(N2CCN(C(=O)c3ccc(CNc4c(N5CCOCC5)c(=O)c4=O)cc3)CC2)cc1 | -1 | 3 | 1 | -4 | 1 | 11 | -8 | 1.4 | -2.1 | 3
COc1ccc(-c2cc(=O)oc3cc(OC(=O)C4CCCCC4)c(Cl)cc23)cc1 | 0 | 0 | 7 | 8 | 4 | -3 | -31 | -1.2 | 0.4 | -3
c1ccc(CSc2nnc3ccc(-c4cccs4)nn23)nc1 | -2 | -2 | -2 | -14 | 7 | 0 | -9 | -0.8 | 0.0 | -2
CC(C)n1c(=S)[nH]c2cc(Cl)ccc21 | 7 | -1 | -5 | 5 | 6 | 0 | -14 | 0.1 | 0.0 | -2
O=C(COC(=O)Cc1ccc(Cl)cc1)NCCc1ccccc1 | 1 | 3 | -19 | 0 | -2 | 5 | -7 | -1.0 | -1.2 | 0
CCSc1nc2ccccc2n1C(=O)c1ccc(S(=O)(=O)N2CCCCCC2)cc1 | 1 | -2 | -1 | 2 | 0 | 10 | 8 | -1.1 | -1.9 | 2
O=C(CCC1CCCCC1)Nc1cc(Cl)ccc1N1CCOCC1 | -20 | 1 | -1 | -3 | -5 | -26 | -26 | -0.9 | 4.0 | -1
CCN(CC)CCCNc1nc(N)c([N+](=O)[O-])c(N2CCCCCC2)n1 | 5 | -1 | 0 | -9 | 3 | 6 | 5 | -0.8 | -1.1 | 1
OCC[C@@H]1C[C@H](O)[C@@H](O)[C@]2(CCCCO2)O1 | -13 | 4 | 1 | -8 | -2 | -20 | -7 | 0.6 | 3.7 | -5
Cc1oncc1C(=S)Nc1ccccc1 | -5 | 3 | -2 | -5 | -4 | 0 | -20 | 2.1 | -0.1 | 0
O=C(CCCCC(=O)OCC1COCO1)OCC1COCO1 (configuration not stated) | 1 | 4 | -1 | 3 | 2 | 16 | -15 | -0.9 | -3.2 | 1
COc1cc(/C(C)=N/N2CCOCC2)cc(OC)c1OC | 2 | 1 | 1 | -6 | 0 | 17 | -2 | 0.3 | -3.0 | 1
Cc1c(Cl)cccc1N1CC(C(=O)Nc2nccs2)CC1=O (configuration not stated) | -10 | 2 | -4 | -7 | -3 | 1 | -5 | 2.0 | -0.1 | 1
Nc1c(N2CCOCC2)cc(Cl)c2nonc12 | 2 | 2 | -3 | -4 | 0 | 4 | -4 | 1.8 | -0.8 | -6
Cc1ccc(CN2CCC(n3nccc3NC(=O)c3ccccc3C)CC2)o1 | -3 | -2 | . | -9 | 5 | 5 | 4 | 0.8 | -0.7 | -2
Cc1ccc(NC(=O)CSC2=NN3CCCC(=O)N=C3S2)c(C)c1 | 1 | 6 | . | 1 | 1 | 19 | -17 | -0.2 | -3.7 | -5
O=C(Nc1ccc2c(c1)OCO2)c1ccc[n+]([O-])c1 | 1 | 2 | -2 | 0 | 4 | 14 | -5 | 0.0 | -3.3 | -5
CCN1C(=O)c2ccccc2Sc2ccc(C(=O)NCCC(C)C)cc21 | -2 | 1 | -1 | -3 | 1 | 1 | -6 | 4.5 | -0.1 | 2
COc1cc(/C=C/C(=O)OCC(=O)N2CCC(C)CC2)ccc1O | -2 | 3 | -1 | 3 | -3 | 19 | -6 | 0.1 | -3.5 | -4
Cc1c(/C(O)=C2\C(=O)C(=O)N(CCCN(C)C)C2c2cccs2)cnn1-c1ccccc1 (configuration not stated) | -1 | 4 | -6 | -17 | -5 | 10 | 16 | 1.3 | -1.9 | -1
